ADAM10 inh: inhibits human ADAM10. O14672. recombinant ADAM10, EDANS/DABCYL FRET peptide cleavage, 3 h. inhibition, % at 7 µM. hit rate 0.62% among 370,000. AID 720582;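 active = inhibition above a per-campaign cutoff equal to the mean of compounds falling between control-based bounds plus 3 SD, cut at about 20% in these data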;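 note: 0% = DMSO wells while the 100% control is not disclosed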
sPLA2-III inh: Blocks human group III sPLA2 activity; QFRET BODIPY PC-A2 liposome hydrolysis, fluorescence; inhibition, % at 12.2 µM; hit rate 0.56% among 370,000;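 active = inhibition above mean plus 3 SD of compounds lying within the high and low control bounds, cut at about 19% in these data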;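 note: 0% = median of test compound wells and 100% = no enzyme DMSO wells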
PLC-gamma1 inh: PLC-gamma1 (human) inhibition, primary screen | P19174 | purified PLC-gamma1, fluorogenic substrate, fluorescence | inhibition, % at 12.2 µM | hit rate 0.84% among 370,000; in the data active = inhibition above about 9.5%
hgDAF-12 ag: agonists of H. glycines DAF-12 nuclear receptor; HEK293 GAL4-hgDAF12 UAS-luciferase reporter, agonist luminescence; normalized to butyrate control; activation, % at 6.8 µM; hit rate 1.8% among 370,000;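 active = activation above a cutoff set at the mean of all screened compounds plus 3 SD, cut at about 10% in these data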;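 note: 0% = DMSO wells and 100% = sodium butyrate wells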
GAA850 FXN act: frataxin GAA850 promoter activation. activation, % at 6 µM. HEK293 lucGAA850 FXN promoter luciferase reporter, 24 h; percent of 10 µM SAHA response. hit rate 0.56% among 360,000;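 active = activation above the average of all compounds screened plus 3 SD, cutoff fixed separately per campaign, cut at about 7.5% in these data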;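 note: 0% = DMSO wells and 100% = 10 µM SAHA wells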
ADAM17 inh: ADAM17 inhibition, QFRET primary screen; P78536; recombinant ADAM17, EDANS/DABCYL FRET peptide cleavage; inhibition, % at 6.95 µM; hit rate 0.83% among 370,000; AID 720648;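 active = inhibition above the mean of compounds lying between control limits plus 3 SD, set per campaign, cut at about 8.5% in these data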;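 note: 0% = DMSO-only wells as the low control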
DAX1 inh-1: inhibitors of DAX1 repression of SF-1 activated StAR promoter; HEK293T StAR-luciferase reporter, SF-1/DAX-1 repression relief; inhibition, % at 6.8 µM; hit rate 1.1% among 370,000; AID 652010;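 active = inhibition above the mean over all tested compounds plus 3 SD, cut at about 3.6% in these data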;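 note: 0% = DAX-1 cells with DMSO and 100% = cells lacking DAX-1 with DMSO; higher inhibition means more luminescence from relief of DAX-1 repression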
PLCb3 inh: inhibitors of human phospholipase C beta3 | AID 720704 | Purified PLC-beta3, fluorogenic substrate, fluorescence | hit rate 0.18% among 370,000 | inhibition, % at 12.2 µM | Q01970; in the data active = inhibition above about 11%;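 note: 0% = median of compound wells on plate and 100% = full blocker control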
DAX1 inh-2: inhibitors of human orphan nuclear receptor DAX1 (NR0B1) | HEK293 Gal4-DAX1 luciferase reporter, luminescence | P51843 | hit rate 0.99% among 340,000 | AID 504766 | inhibition, % at 6.75 µM;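 active = inhibition above the mean over all tested compounds plus 3 SD, cut at about 4.2% in these data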;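 note: 0% = DAX1-transfected cells with DMSO and 100% = empty-vector control cells with DMSO; inhibition shows as a rise in luminescence from relieved DAX1 repression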
hcDAF12 agonist: activators of H. contortus DAF-12 nuclear receptor. HEK293 hcDAF-12 lit1-tk-luc reporter, luminescence; 0% DMSO, 100% Δ7-dafachronic acid. activation, % at 6.8 µM. hit rate 1.4% among 370,000;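 active = activation above the mean of all tested compounds plus 3 SD, cut at about 5.5% in these data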;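 note: 100% = response to 3 µM Δ7-dafachronic acid high control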
ssDAF12 agonist: activators of S. stercoralis DAF-12 nuclear receptor; HEK293 ssDAF-12/GRIP1 lit1-tk-luc reporter, luminescence; % of 3 µM dafachronic acid response; activation, % at 6.8 µM; hit rate 1% among 370,000; AID 652126;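 active = activation above the mean over all tested compounds plus 3 SD, cut at about 0.9% in these data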;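 note: 0% = DMSO-only wells and 100% = 3 µM delta7-dafachronic acid wells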
* marks the source's active call; other numbers are inactive results; i = inactive; nt = no result given.

canonical_smiles	hcDAF12 agonist	DAX1 inh-2	ssDAF12 agonist	PLC-gamma1 inh	DAX1 inh-1	GAA850 FXN act	hgDAF-12 ag	ADAM17 inh	ADAM10 inh	sPLA2-III inh	PLCb3 inh
c1ccc(OCCNc2ccn3nc(-c4cccs4)cc3n2)cc1	4.7	nt	-0.6	-74	0.1	4.0	7.1	-44	-160	-26	-111
CN(C)S(=O)(=O)c1cccc(NS(=O)(=O)c2ccc(Cl)s2)c1	1.4	-0.6	-1.2	4	-0.6	1.7	1.3	2	5	-4	3
C/C(Cc1ccccc1)=N\NC(=O)CCCCCC(=O)N/N=C(\C)Cc1ccccc1	-1.0	0.7	-1.2	-3	-0.6	2.5	1.1	-5	-7	-6	-1
N=c1c2c(-c3ccccc3)c(-c3ccccc3)n(Cc3ccco3)c2ncn1CCCn1ccnc1	1.1	-2.2	-2.1	2	-1.0	-8.6	-2.1	-5	-12	-17	-8
C[C@@H]1COc2cc(N3CCSCC3)ccc2S(=O)(=O)N1	4.5	nt	-0.7	-1	1.6	nt	0.1	-1	-11	4	2
COc1ccc(CN(C)C(=O)CCN(c2ccccc2)S(=O)(=O)c2ccc(C)cc2)c(OC)c1	-2.7	-0.2	-1.5	7	-2.9	-0.1	-3.1	5	-3	2	-2
O=C(O)c1ccccc1C(=O)Nc1ccc(S(=O)(=O)Nc2ccc(F)cc2)cc1	-0.3	3.2	-1.2	2	-0.2	2.3	-2.0	-2	-1	4	-3
COc1ccc(Cl)cc1N/C(N)=N/c1nc(CSc2ccc(C)cc2)cc(=O)[nH]1	-0.4	1.4	-1.4	1	0.3	0.1	1.1	-3	-3	0	-1
COc1ccc([C@H](OC)[C@@]2(Cc3ccc(O)cc3)N=C(N)N(C)C2=O)cc1	-0.3	-0.2	-1.4	1	0.1	-1.3	0.3	-5	-11	3	-2
O=C(COC(=O)CCNS(=O)(=O)c1cccs1)Nc1ccccc1	-1.2	-0.1	-0.8	4	-0.7	-0.4	0.2	1	5	-8	-3
Cn1c(=O)c2sccc2n2c(CCCC(=O)Nc3ccccc3)nnc12	-1.0	0.8	-1.8	-2	1.6	1.2	3.3	-2	-2	2	-3
O=C(CSc1nnc(-c2ccncc2)n1-c1ccccc1)Nc1ccc(C(=O)O)cc1	-1.0	nt	-1.2	1	0.5	2.2	-0.5	1	0	-2	3
CN(CC(=O)Nc1c(Cl)cccc1Cl)C(=O)Cc1ccc(S(=O)(=O)N2CCOCC2)s1	0.6	-0.7	-0.4	0	-0.1	-0.9	-4.3	0	5	-20	-3
Cc1nc2ccc(Cl)cc2nc1C	3.1	-0.9	0.1	1	0.7	-0.3	1.5	-1	3	3	-2
CCOC(=O)c1c(C)n(CCOc2ccccc2)c2ccc(O)cc12	-1.2	-1.5	-1.1	4	0.1	2.6	-0.6	-8	-1	5	-8
O=C1C(=NO)CCc2ccccc21	4.8	1.9	1.3*	-8	-2.1	-1.3	0.8	-9	-32	-7	-15
C[C@H](NC(=O)[C@@H]1CSC2c3ccccc3C(=O)N21)C(=O)NCc1c(F)cccc1Cl (stereo partly specified)	-2.0	2.6	-0.7	2	-0.5	-0.4	-0.6	-3	-4	-4	-4
CCCCOC(=O)Nc1ccc(S(=O)(=O)Nc2onc(C)c2C)cc1	-0.1	-0.4	-0.8	0	-0.3	-0.6	-0.3	-3	-6	-2	-5
CC(C(=O)OCC(=O)N1CCN(c2ccccc2)CC1)N1C(=O)c2ccccc2C1=O (stereo unspecified)	-2.0	-0.8	-1.2	2	-0.9	2.4	1.8	-1	-5	-5	0
CCNc1ccc(S(=O)(=O)NCCN(C)C)cc1[N+](=O)[O-]	0.3	1.7	-0.9	4	0.7	0.0	1.5	-6	2	7	-9
Fc1ccccc1NC(=S)N(CCN1CCCCC1)Cc1ccco1	1.1	0.1	-2.4	5	0.4	-1.3	-0.1	3	-3	19	5
CC1(C)Cc2ccccc2C(/C(=N\Nc2cccc(Cl)c2)C(N)=O)=N1	-1.6	-2.3	-1.6	3	-0.6	1.3	-3.3	2	2	-2	1
O=C(Nc1ccc2c(c1)OCO2)c1cc(C2CCCN(C(=O)CCc3ccccc3)C2)on1 (stereo unspecified)	0.0	nt	-1.7	2	1.5	0.0	2.7	-1	5	-8	3
COC(=O)[C@]12C[C@H](CC(=O)NCC3CCCCC3)C(=O)N(CCC3=CCCCC3)C1=C[C@H](C1CCCC1)O[C@@H]2C	-2.4	nt	-0.7	-1	-1.6	nt	3.0	4	12	-16	1
CC(=O)c1cccc(OCc2cc(C(=O)N3C[C@H]4CC[C@H]3C4)no2)c1	1.3	1.2	-0.1	1	1.6	5.8	8.2	5	4	0	-2

(next part)
canonical_smiles	hcDAF12 agonist	DAX1 inh-2	ssDAF12 agonist	PLC-gamma1 inh	DAX1 inh-1	GAA850 FXN act	hgDAF-12 ag	ADAM17 inh	ADAM10 inh	sPLA2-III inh	PLCb3 inh
O=C(COc1ccccc1)NCC(=O)N/N=C/c1ccc(Cl)cc1	-2.1	0.6	-1.4	-2	-0.4	0.7	2.7	0	-2	-3	-8
O=C(CCS(=O)(=O)c1cc2c(cc1Cl)NC(=O)CO2)NCc1ccccc1	1.6	0.1	-0.8	4	0.4	-0.9	-1.1	0	-8	4	-6
COc1ccc(OC)c(C2Nc3ccccc3NC3=C2C(=O)CC(C)(C)C3)c1 (stereo unspecified)	-1.5	-0.2	-1.5	-16	0.1	1.0	-0.8	-1	-4	2	-23
CCCNC(=O)NC(=O)CSc1ncc(C(F)(F)F)cc1Cl	-2.6	-0.8	-0.9	4	0.1	1.1	-1.2	4	0	3	0
Nc1c(C(=O)NCC2CCCO2)c2nc3ccccc3nc2n1-c1ccccc1 (stereo unspecified)	-2.1	-1.9	-1.3	i	-2.9	-1.1	-2.3	i	i	-7	i
CCN(CC)S(=O)(=O)c1ccc(C)c(NC(=O)CSc2nc3ccccc3[nH]2)c1	-1.4	0.5	-1.3	-1	0.1	2.4	-0.8	3	-1	-39	-1
O=S(=O)(Nc1ccc(F)cc1)N1CCOCC1	-0.2	0.9	-0.6	2	-0.3	0.5	-0.5	0	7	0	0
O=C(COC(=O)c1c[nH]c(=O)[nH]c1=O)Nc1ccccc1Br	-0.8	-0.2	-1.5	-1	0.5	0.2	-1.9	-7	-13	4	-4
CC(C)C(NC(=O)c1ccco1)C(=O)OCC(=O)Nc1ccc(C(N)=O)cc1 (stereo unspecified)	-0.8	1.3	-1.6	1	0.2	1.4	-0.5	-1	-3	1	-5
CCc1nnc(NC(=O)c2cccnc2)s1	-0.1	0.9	-1.1	2	-0.4	-0.1	1.9	-2	1	4	3
O=C(Nc1ccc(F)c(F)c1)C1CCCCC1	-1.1	0.0	-1.1	0	-0.5	0.4	-0.1	-2	-1	4	4
COCCNc1nc(Oc2cccc(F)c2)c2sccc2n1	-1.8	nt	-0.7	1	-2.6	2.4	1.9	-11	-34	3	-4
CCCSc1oc(-c2ccco2)nc1S(=O)(=O)c1ccc(C)cc1	-3.4	-0.8	-1.5	-3	-0.6	2.4	-1.3	-2	5	-12	-14
O=C(Nc1ccc(S(=O)(=O)Nc2ccccn2)cc1)c1ccccc1	-0.6	0.5	-1.2	1	1.3	-0.3	-0.4	-7	-11	-3	-8
C/C(=N\NC(=O)c1cc(-c2ccccc2C)nc2ccccc12)c1cccnc1	1.4	-0.3	-1.2	2	-1.6	-1.1	2.8	2	-19	-4	-14
NC(=O)[C@@H]1CCCN1C(=O)[C@@H](Cc1ccccc1)NC(=O)[C@H]1O[C@@H](n2ccc(=O)[nH]c2=O)[C@H](O)[C@@H]1O	1.3	nt	-0.7	2	-0.5	nt	-0.9	-2	-4	1	5
COC(=O)c1c(C)nc(C)c2c(=O)oc3ccccc3c12	-1.9	-1.2	-1.3	0	-0.1	1.0	-0.2	-4	-3	3	0
CC(=O)O[C@]1(C(C)=O)CC[C@H]2[C@@H]3C=C(Cl)C4=CC(=O)CC[C@]4(C)[C@H]3CC[C@@]21C	0.0	-0.9	-1.4	-1	0.5	-1.3	-2.1	0	-6	-11	-2
Cc1ccc(S(=O)(=O)N/N=C/c2ccccc2F)cc1[N+](=O)[O-]	-2.1	1.3	-0.6	3	-0.1	-0.5	1.4	2	11	-2	-4
O=C1OCCC1Sc1nnc(-c2cccc(Br)c2)o1 (stereo unspecified)	-1.2	0.7	-1.8	-1	0.1	1.4	1.2	-2	-10	-15	-3
CC(C)(C)NC(=O)CSC(=Nc1ccc(F)cc1)NC#N	0.5	0.9	-0.7	-11	0.2	3.8	-1.3	-3	-5	-3	-12
CC(NC(=O)CCN1C(=O)c2ccccc2S1(=O)=O)c1ccccc1 (stereo unspecified)	-0.8	0.3	-1.0	5	1.6	-0.2	0.1	3	-2	12	6

Fetched by structure from above, three records:
canonical_smiles	hcDAF12 agonist	DAX1 inh-2	ssDAF12 agonist	PLC-gamma1 inh	DAX1 inh-1	GAA850 FXN act	hgDAF-12 ag	ADAM17 inh	ADAM10 inh	sPLA2-III inh	PLCb3 inh
COc1ccc(OC)c(C2Nc3ccccc3NC3=C2C(=O)CC(C)(C)C3)c1 (stereo unspecified)	-1.5	-0.2	-1.5	-16	0.1	1.0	-0.8	-1	-4	2	-23
COCCNc1nc(Oc2cccc(F)c2)c2sccc2n1	-1.8	nt	-0.7	1	-2.6	2.4	1.9	-11	-34	3	-4
COC(=O)c1c(C)nc(C)c2c(=O)oc3ccccc3c12	-1.9	-1.2	-1.3	0	-0.1	1.0	-0.2	-4	-3	3	0
